# Vif-APOBEC3F blk = qHTS for Inhibitors of Vif-A3F Interactions: qHTS; HeLa A3F-eYFP + Vif (tagged APOBEC3F with the HIV-1 protein that degrades it), YFP fluorescence increase; Potency, µM (highest dose often 46.1 µM), without a hit: top-dose activity, negative = active; actives 0.2% (n = 390,000); AID 602313, 2012; note: potency is the fitted concentration of half-maximal effect; % of control where 0% means no effect; nearly all actives have a fitted effect of over 65% in size
#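 HeLa cells stably expressing A3F-eYFP plus Vif, plated and incubated overnight at 37 deg C, then exposed to compounds overnight at 37 deg C. Blocked degradation read as raised yellow fluorescence (Ex 488/Em 500-530).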
# RXFP1 agonist = qHTS Assay for Agonists of the Relaxin Receptor RXFP1 | Relaxin receptor 1 (Homo sapiens), Q9HBX9 | HEK293T-RXFP1 cAMP TR-FRET, 30 min; response scale: percent of porcine relaxin response, buffer zero | Potency, µM (doses to about 57.5 µM), inactives show at the highest dose activation, usual class: activators | actives 0.3% (n = 370,000) | AID 2676, 2010; note: potency is the fitted concentration of half-maximal effect; % is set by controls: 0 for no effect and ±100 for the full control effect; nearly all actives have a fitted effect of over 60% in size; many of its hits are not listed in these tables
#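 HEK293T cells stably expressing RXFP1 were pretreated with the PDE4 inhibitor Ro 20174, exposed to compounds for 30 min at 37C, lysed, and cAMP was read by TR-FRET. Data normalized to buffer (basal) and 29 nM porcine relaxin (100%).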
# mIDH1 inhibitor = qHTS for Inhibitors of mutant isocitrate dehydrogenase 1 (IDH1): qHTS; Isocitrate dehydrogenase [NADP] cytoplasmic (Homo sapiens), O75874; Potency, µM (top dose mostly 76.6 µM), without a hit: at the highest dose activity change, negative = inhibition, hits mostly inhibitors; IDH1-R132H enzyme, NADPH consumption, diaphorase/resazurin fluorescence; actives 0.093% (n = 390,000); note: potency is the fitted concentration of half-maximal effect; % is set by controls: 0 for no effect and ±100 for the full control effect; nearly all actives have a fitted effect of over 65% in size
# Target sequence (O75874 whole entry R132H, stated change not applied): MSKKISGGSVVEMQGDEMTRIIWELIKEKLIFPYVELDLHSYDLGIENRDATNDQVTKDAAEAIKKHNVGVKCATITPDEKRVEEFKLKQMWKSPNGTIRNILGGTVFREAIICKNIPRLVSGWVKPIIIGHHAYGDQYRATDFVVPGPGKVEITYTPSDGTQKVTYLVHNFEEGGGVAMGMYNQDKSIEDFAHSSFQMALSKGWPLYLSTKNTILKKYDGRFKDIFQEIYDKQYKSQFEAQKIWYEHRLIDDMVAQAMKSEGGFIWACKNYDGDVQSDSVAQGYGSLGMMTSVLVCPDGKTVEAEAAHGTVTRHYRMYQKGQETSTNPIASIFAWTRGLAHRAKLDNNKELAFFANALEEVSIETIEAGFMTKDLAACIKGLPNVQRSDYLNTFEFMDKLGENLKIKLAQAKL
#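 IDH1-R132H (0.5 ug/mL dispensed) in pH 7.5 Tris buffer was preincubated 30 min with compound, then given a substrate mix of 0.016 mM NADPH and 2 mM alpha-KG for 80 min at room temperature; remaining NADPH was read by diaphorase/resazurin fluorescence.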
# Vif-APOBEC3G blk = qHTS for Inhibitors of Vif-A3G Interactions: qHTS | DNA dC->dU-editing enzyme APOBEC-3G (Homo sapiens), Q9HC16 | HeLa A3G-eYFP + Vif (tagged APOBEC3G with the HIV-1 protein that degrades it), YFP fluorescence, overnight | Potency, µM (top dose mostly 46.1 µM), for the others: top-dose activity, negative = active, hits mostly inhibitors | actives 0.076% (n = 410,000);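 note: potency is the fitted concentration of half-maximal effect; % is set by controls: 0 for no effect and ±100 for the full control effect; nearly all actives have a fitted effect of over 60% in size; hits raise eYFP signal because A3G escapes Vif-driven loss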
#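 Read-out is eYFP fluorescence (Ex 488/Em 500-530) from Vif-expressing HeLa A3G-eYFP cells; more signal means A3G escaped Vif-mediated degradation. Cells plated overnight, compound pinned in, incubated overnight at 37 deg C.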
# PI4K2A inh = qHTS for small molecular inhibitors of PI4K2A. Phosphatidylinositol 4-kinase type 2-alpha (Homo sapiens), Q9BTU6. purified PI4K2A, ADP-Glo luminescence, 1 h; active compounds read low. activity change, negative = inhibition, % at 76.9 µM. actives 0.13% (n = 420,000). AID 1346378, 2018; in the data active = activity change below about -50%; inconclusive = mostly about -30% to -49%;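 note: -100% = wells without enzyme as full effect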
# Target sequence (Q9BTU6 whole entry, looked up): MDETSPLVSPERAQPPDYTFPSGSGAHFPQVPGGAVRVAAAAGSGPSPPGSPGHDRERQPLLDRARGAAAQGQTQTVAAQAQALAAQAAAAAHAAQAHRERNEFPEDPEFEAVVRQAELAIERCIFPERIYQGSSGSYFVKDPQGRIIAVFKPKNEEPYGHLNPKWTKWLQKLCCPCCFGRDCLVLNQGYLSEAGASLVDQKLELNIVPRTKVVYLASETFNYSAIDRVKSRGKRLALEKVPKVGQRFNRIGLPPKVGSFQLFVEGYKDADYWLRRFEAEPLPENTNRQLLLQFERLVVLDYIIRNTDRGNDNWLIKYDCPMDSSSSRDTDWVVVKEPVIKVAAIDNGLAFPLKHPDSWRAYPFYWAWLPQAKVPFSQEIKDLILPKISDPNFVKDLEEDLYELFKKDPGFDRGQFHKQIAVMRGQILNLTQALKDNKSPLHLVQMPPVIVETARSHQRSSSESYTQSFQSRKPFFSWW
#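 Compounds are screened against recombinant PI4K2A using PI as substrate and ATP, the latter dispensed at 300 microM. Reactions run one hour at ambient temperature before ADP-Glo detection; full inhibition defined by wells lacking enzyme.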
# TrxR1 substrate = qHTS Assay for Substrates of Mammalian Selenoprotein Thioredoxin Reductase 1 (TrxR1): qHTS; Thioredoxin reductase 1, cytoplasmic (Rattus norvegicus), O89049; purified TrxR1 substrate turnover, NADPH consumption readout; Potency, µM (titrated, usually from 114 µM), for the others: top-dose activity change, negative = substrate turnover; actives 0.01% (n = 390,000); AID 588456, 2011; note: potency is the fitted concentration of half-maximal effect; % is set by controls: 0 for no effect and ±100 for the full control effect; nearly all actives have a fitted effect of over 50% in size
#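 Rat TrxR1, dispensed at 90 nM, was prereduced with 400 uM NADPH (final) for 5 min at ~22 deg C, then incubated with compound 15 min before 400 uM selenite. A first-read NADPH fluorescence drop versus no-compound background flagged substrates.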
# LDHA block = qHTS assay for inhibitors of human lactate dehydrogenase; L-lactate dehydrogenase A chain (Homo sapiens), P00338; purified LDHA, NADH/diaphorase-resazurin fluorescence; active compounds read low; activity change, % (values are at about 110 or 230 µM); actives 0.15% (n = 480,000); in the data active = activity change below about -30%; inconclusive = mostly about -25% to -30%;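 note: plate controls were DMSO wells for no effect and wells without enzyme for full effect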
#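 LDH5 2 nM; NADH 0.06 mM, pyruvate 0.2 mM; 200 mM Tris pH 7.4, EDTA, Tween-20; 5 min RT. Detection: diaphorase 0.133 mg/mL + resazurin 37 µM, fluorescence ex540/em590 at 0 and 20 min; normalized to enzyme-free and DMSO wells.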
# GRP78 ERSR act = qHTS for Inducers of the Endoplasmic Reticulum Stress Response (ERSR) in Human Glioma: qHTS | Potency, µM, without a hit: top-dose activation, usual class: activators | U87-MG GRP78 promoter luciferase reporter, 16 h | actives 0.02% (n = 420,000); note: potency is the fitted concentration of half-maximal effect; series mostly up to about 76 µM; % of control where 0% means no effect; nearly all actives have a fitted effect of over 35% in size
#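 ERSR induction read as luciferase luminescence (Bright-Glo, 10 min at room temperature) in stably transfected human U87-MG glioma cells exposed to compounds for 16 h, using GRP78 as sensor.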
# USP1-UAF1 inh = Inhibitors of USP1/UAF1: Primary Screen. Ubiquitin carboxyl-terminal hydrolase 1 (Homo sapiens), O94782. recombinant USP1/UAF1, Ub-Rhodamine cleavage fluorescence. Potency, µM (titrated, usually from 57.1 µM), for inactives: top-dose activity change, negative = inhibition, hits mostly inhibitors. actives 0.23% (n = 390,000). AID 743255, 2014; note: potency is the fitted concentration of half-maximal effect; % is set by controls: 0 for no effect and ±100 for the full control effect; nearly all actives have a fitted effect of over 60% in size; inactives centre near -12
#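 High-throughput fluorogenic screen: 1nM USP1/UAF1 complex, Ub-Rho substrate 150nM final, 50mM HEPES pH 7.8 with 0.5mM EDTA, 0.1 mg/ml BSA, 1mM TCEP and 0.01% Tween-20.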
# An asterisk follows results filed as active; u = inconclusive; x = no result given; & = joins results of further samples; [ ] = another dose, or the depositor's remark. Unless noted, calls come from the whole dose curve; as a rule, active = well fitted curve in the direction sought with a large enough effect; inconclusive = small, poorly fitted or top-dose-only effect, or another doubt; inactive = no such curve, though single readings can be large; an effect the other way counts as inactive or inconclusive.
no. | compound | Vif-APOBEC3F blk | RXFP1 agonist | mIDH1 inhibitor | Vif-APOBEC3G blk | PI4K2A inh | TrxR1 substrate | LDHA block | GRP78 ERSR act | USP1-UAF1 inh
1 | Cc1cccc(/C=N/n2c(C)nc3ccccc3c2=O)c1 | -9% | -1.9% | 0% | -2% | -1 | 3% | 0 | 1% | -13%
2 | Cc1ccc(-c2noc(COc3ccccc3C)n2)cc1 | 1% | 1.2% | 10% | -4% | -3 | 15%[57.1 µM] | 1 | 5% | -15%
3 | O=C(NCCN1CCCCC1)c1c(O)c2ccccc2[nH]c1=O | 0% | 0.9% | 1% | 1% | 1 | -10% | 10 | 1% | -8%
4 | CC(=O)SC1CC(=O)C=C2CCC3C4CCC(=O)OC4(C)CCC3C21C (centres undefined) | 6% | x | -4% | 0% | 1 | 10%[57.1 µM] | -8 | -4% | -10%
5 | CC1CCN(C(NC(=O)c2ccco2)C(=O)c2ccccc2)CC1 (centres undefined) | -4% | -0.9% | -6% | 1% | 1 | 3%[57.1 µM] | 7&2 | 1% | -3%
6 | C=CCN(C(=O)Cc1cccs1)c1nc(-c2ccc(S(C)(=O)=O)cc2)cs1 | -11% | 5.2% | 5% | -2% | -18 | 4% | 0 | -2% | -19%
7 | COc1cc(NC(=O)C(C)C)ccc1NC(=O)c1ccco1 | -4% | -1.2% | -3% | 2% | 5 | 3% | 0 | 2% | -16%
8 | CCOC(=O)c1c(C)[nH]c(C(=O)CN2C(=O)NC(CC)(c3ccccc3)C2=O)c1C (centres undefined) | -2% | 0.3% | 0% | -6% | 6 | 1%[57.1 µM] | -3 | -3% | 3%
9 | OC(c1cc(-c2ccc(Cl)cc2)nc2ccccc12)C1CCCCN1 (centres undefined) | 0% | 1.0% | 4% | 1% | -2 | -6%[57.1 µM] | -6 | -2% | 4%
10 | C/C=C/c1ccc(OCC(=O)Nc2ccncc2)c(OC)c1 | -21% | 0.3% | 9% | -5% | -1 | 6% | -1 | 8% | -21%
11 | N/C(Cn1cncn1)=N\OC(=O)c1ccc(Cl)cc1Cl | 3% | -0.6% | -1% | -12% | -1 | 7% | -5 | 2% | -7%
12 | Cc1cc(C)nc(NC(=NCCc2c[nH]c3ccccc23)NC(=O)c2ccco2)n1 | 6% | 3.3% | 4% | 5% | 6 | 4% | -2 | -5% | -14%
13 | Cn1c(=O)n(C)c2cc(N3CCCCC3)c(NC(=O)c3c(F)cccc3F)cc21 | -1% | 1.4% | u | 1% | 1 | -4% | -11 | -3% | -18%
14 | O=C(NC1CC1)c1ccc(NC(=O)C2CCCC2)cc1 | -3% | x | -8% | -1% | -2 | 5% | -8 | 0% | -28%
15 | Cc1ccc(CSc2oc(-c3ccco3)nc2S(=O)(=O)c2ccc(Cl)cc2)cc1 | -4% | -0.9% | 5% | 2% | -1 | 12% | -2 | -3% | -13%
16 | O=[N+]([O-])c1ccc(OCc2cnc(Cl)s2)c([N+](=O)[O-])c1 | 0% | 0.7% | 5% | -9% | 4 | -8%[57.1 µM] | 2 | 1% | -13%
17 | COCCn1c(-c2ccco2)nc2nc3ccccc3nc21 | 5% | 4.8% | 5% | 0% | -1 | 520%[activator][57.1 µM] | -4 | 5% | -6%
18 | Cc1ccc(NC(=S)N(C)Cc2cn(C)c3ccccc23)cc1 | 1% | -0.1% | 8% | 1% | 4 | -12% | -6 | -3% | -21%
19 | COc1ccc(C(=O)N(C)C2CCN(C)CC2)cc1S(=O)(=O)Nc1cc(Cl)ccc1Cl | -10% | 0.6% | -4% | 1% | 0 | 2% | -2 | 2% | -18%
20 | Cc1ccc(C(=O)Nc2cccc(NC(=O)c3cccnc3)c2)cc1 | 3% | 0.4% | 5% | 3% | 0 | 0%[57.1 µM] | 0 | 0% | -20%
21 | COC(=O)C1C2C=CC3(CN(Cc4ccco4)C(=O)C13)O2 (centres undefined) | 0% | 0.6% | 2% | 0% | 5 | 4%[57.1 µM] | 4 | -4% | -14%
22 | O=C(NCCNC(=O)c1ccco1)c1cccc(F)c1 | x | 0.5% | 3% | 1% | 4 | -8% | -5 | -4% | -8%
23 | CCOC(=O)C(=O)Nc1ccc(S(=O)(=O)Nc2nccc(C)n2)cc1 | -16% | x | -2% | -1% | -3 | x | -15 | -3% | -11%
24 | O=C(COc1ccc(Cl)cc1)NCc1n[nH]c(=O)c2ccccc12 | 1% | 1.5% | -2% | -1% | -1 | 10%[57.1 µM] | -6 | -2% | -10%
25 | COc1ccc(-n2c(SCC(C)=O)nc3sc(C)c(C)c3c2=O)cc1 | 1% | 8.5% | 2% | 5% | 2 | -6% | -3 | -2% | -10%
26 | O=C(NC1CCCc2c1cnn2-c1ccc(F)cc1F)c1csnn1 (centres undefined) | 7% | 2.2% | 3% | 1% | -1 | -7% | 0 | -2% | -17%
27 | CCOc1ccc(N=C(NC#N)SC)cc1 | 1% | 0.0% | 8% | 1% | -4 | 4%[11.4 µM] | -10 | -3% | -11%
28 | Cc1ccc(C(=O)NC(C)CCc2ccccc2)cc1S(=O)(=O)N1CCOCC1 (centres undefined) | 1% | x | 2% | -1% | 3 | -2% | 0 | -2% | -12%
29 | COc1ccc(CCN2CC(C(=O)Nc3cccc(C(C)=O)c3)CC2=O)cc1OC (centres undefined) | 12% | -0.1% | -8% | 2% | 5 | -2% | -4 | 0% | -9%
30 | Cc1ccc(-c2nnc(N3CCN(C(=O)CSc4ncn[nH]4)CC3)c3ccccc23)cc1 | 4% | -0.6% | 9% | -1% | 6 | -7% | -4 | -1% | -3%

# Additional results:
# Order of results – Vif-APOBEC3F blk	RXFP1 agonist	mIDH1 inhibitor	Vif-APOBEC3G blk	PI4K2A inh	TrxR1 substrate	LDHA block	GRP78 ERSR act	USP1-UAF1 inh
31	COc1ccc([C@H]2/C=C\CN(C(=O)C3CC3)[C@@H](C)C(=O)N2Cc2ccc(F)cc2)cc1
  -6%	x	-6%	4%	-1	7%[57.1 µM]	0	-2%	-26%
32	CCOC(=O)c1c(C)[nH]c(C)c1C(=O)COC(=O)c1nn(CC)c(=O)c2ccccc12
  1%	x	7%	-1%	-1	x	-2	-1%	-22%
33	CCOc1ccccc1OCC(=O)NNC(=S)NC1CCCCC1
  2%	1.4%	1%	1%	1	-2%	-6	0%	-24%
34	Cc1noc(C)c1COc1cccc(C(=O)Nc2ccccc2)c1
  1%	0.5%	2%	-1%	2	2%	-3	9%	-18%
35	CC1CCCN(C(=O)C2CCC(CNc3c(N4CCCCC4)c(=O)c3=O)CC2)C1 (centres undefined)
  -7%	0.1%	0%	2%	4	-2%	-5	-5%	-1%
36	O=C(OCc1nnc(-c2ccccc2)o1)c1ccc2c(c1)OCO2
  0%	0.2%	-3%	7%	-5	-3%	3&0	1%	-8%
37	COC(=O)c1ccc(NC(=S)N2CCN(C(=O)c3ccco3)CC2)cc1
  -6%	0.6%	7%	0%	3	-5%	-4	-4%	-6%
38	Cc1ncc(C[n+]2csc(CCOC(=O)CC34CC5CC(CC(C5)C3)C4)c2C)c(N)n1
  -3%	1.5%	8%	1%	3	-5%	0	-4%	-8%
39	CC(C)(CNC(=O)c1ccc(Br)o1)N1CCOCC1
  -11%	-1.3%	8%	-6%	5	2%	-2	-2%	-15%
40	CCCn1nnc(NC(=O)COc2cc(C)ccc2C(C)C)n1
  3%	-0.7%	4%	1%	6	4%[57.1 µM]	-12	-4%	-10%
41	COc1ccc(C(=O)N2CC(=O)Nc3ccccc32)cc1S(=O)(=O)N1CCCC1
  1%	-1.9%	4%	0%	5	6%[57.1 µM]	-3	-2%	-22%
42	COc1ncccc1C(=O)N1CCC(n2nccc2NC(=O)CC(C)C)CC1
  4%	1.1%	2%	2%	4	-8%	-2	0%	-6%

# Full records as entered above. Order of screens: Vif-APOBEC3F blk | RXFP1 agonist | mIDH1 inhibitor | Vif-APOBEC3G blk | PI4K2A inh | TrxR1 substrate | LDHA block | GRP78 ERSR act | USP1-UAF1 inh
# Cc1ncc(C[n+]2csc(CCOC(=O)CC34CC5CC(CC(C5)C3)C4)c2C)c(N)n1 is listed as -3% | 1.5% | 8% | 1% | 3 | -5% | 0 | -4% | -8%
# CCCn1nnc(NC(=O)COc2cc(C)ccc2C(C)C)n1 is listed as 3% | -0.7% | 4% | 1% | 6 | 4%[57.1 µM] | -12 | -4% | -10%
# O=C(OCc1nnc(-c2ccccc2)o1)c1ccc2c(c1)OCO2 is listed as 0% | 0.2% | -3% | 7% | -5 | -3% | 3&0 | 1% | -8%

# Compound activity from PubChem.

# Not all compounds are listed; count on the stated rates, not on these rows.
